IMP-1 inhibitor – inhibitors of Pseudomonas aeruginosa IMP-1 metallo-beta-lactamase. hit rate 0.45% among 290,000. inhibition, % at 5.6 µM. AID 1556. purified IMP-1, nitrocefin hydrolysis, epi-absorbance fluorescence;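 active = inhibition above the mean plus 3 SD of all compounds in the same screening run, cut at about 4.5% in these data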;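 also: 0% = IMP-1 with DMSO and 100% = DMSO wells lacking enzyme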
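System: purified IMP-1; amount: IMP-1 0.2 nM before substrate addition; compound: single dose, 5.6 µM; times: 25 °C, 15 min preincubation, 25 min reaction; signal: Epi-absorbance via hydrolysed-nitrocefin quenching of white-plate fluorescence, 480/530 nm, EDTA stop; benchmarks: DMSO with and without IMP-1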
MEKK2mut PB1 HTS – signal of MEK5 binding to mutant human MEKK2 PB1 domain. percent response, % at 10 µM. bead flow cytometry, Alexa488-MEK5 binding to MEKK2 mutant. hit rate 0.35% among 290,000; in the data active = percent response above about 24%, passing the limit was not always enough; also: inactives centre near 1; some results filed as inactive read as strong as hits
NS3 helicase inh – HCV NS3 helicase inhibition | NS3 helicase DNA unwinding, Cy5 molecular beacon fluorescence | inhibition, % at 10.9 µM | hit rate 0.56% among 290,000 | AID 1800;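 active = inhibition above the mean of all tested compounds plus 3 SD, set per campaign, cut at about 35% in these data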;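 also: 0% = DMSO wells and 100% = thioflavine S control wells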
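System: Hepatitis C virus NS3 helicase domain fragment enzyme | Reagent: Annealed dual-labelled DNA beacon duplex, ATP-started | Compound dosing: 10.9 µM single point, 0.8% DMSO | Incubation: 1 h reaction at 25 °C, ATP-initiated | Technique: Cy5 fluorescence | Evaluation: Percent inhibition from t60/t0 fluorescence ratio | Benchmarks: Low DMSO, high thioflavine S at 110 µM | Replication: Singlicate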
VIM-2 inh – blocks Pseudomonas aeruginosa VIM-2 metallo-beta-lactamase | AID 1527 | inhibition, % at 5.6 µM | purified VIM-2, nitrocefin hydrolysis, epi-absorbance fluorescence | hit rate 0.89% among 290,000;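 active = inhibition above the mean of all tested compounds plus 3 SD, cutoff set per screening run, cut at about 7.5% in these data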;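 also: red hydrolysis product quenches plate fluorescence so inhibitors raise well fluorescence; 0% = enzyme with DMSO and 100% = DMSO without enzyme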
UBC9 SUMO inh – blocks human SUMOylation mediated by UBC9 | P63279 | HTRF SUMOylation assay, SAE1/SAE2 + UBC9, in vitro | inhibition, % at 35 µM | hit rate 0.36% among 290,000; in the data active = inhibition above about 50%, passing the limit was not always enough; also: strong numbers were not always called active
Target sequence (P63279 whole entry, looked up): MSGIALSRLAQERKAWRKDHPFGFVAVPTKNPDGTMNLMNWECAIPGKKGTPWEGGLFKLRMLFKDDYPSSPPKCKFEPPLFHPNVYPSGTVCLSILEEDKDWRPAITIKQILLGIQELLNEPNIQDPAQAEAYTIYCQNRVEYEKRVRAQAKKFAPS
DNA FID counter – displaces DNA intercalator in HCV helicase counter-screen; DNA fluorescent intercalator displacement, fluorescence; AID 1845; inhibition, % at 7.9 µM; hit rate 0.17% among 290,000; in the data active = inhibition above about 37%;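 also: 0% = vehicle and 100% = reference compound; higher means more ethidium bromide displaced from hairpin DNA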
NALP1 inh – NALP1 inhibition | hit rate 0.61% among 280,000 | S. cerevisiae NALP1/ASC/caspase-1 growth, X-gal OD620, 72 h | inhibition, % at 10 µM; in the data active = inhibition mostly above about 24%, no sharp cut-off; inactive = mostly below about 32%; also: some compounds called inactive have numbers as strong as hits
M18AAP inhibitor – PfM18AAP enzyme inhibition; inhibition, % at 7.35 µM; recombinant PfM18AAP, H-Glu-NHMec fluorogenic cleavage; AID 1822; hit rate 1.2% among 290,000;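 active = inhibition above the campaign mean inhibition over all tested compounds plus 3 SD, cut at about 28% in these data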;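 also: 0% = plate median of test compound wells and 100% = 2 mM ZnCl2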
MEKK2wt PB1 HTS – raises or lowers MEK5 binding to wildtype human MEKK2 PB1 domain; AID 1531; Q9Y2U5; hit rate 1.1% among 290,000; bead flow cytometry, Alexa488-MEK5 binding to MEKK2 WT; actives lie on both sides; binding response (% of control), % at 10 µM; in the data active = binding response below about 67% or above about 130%
* hit, by the source's call; nt = not tested or not shown. Outcome played no part in choosing rows (roughly 4.7% active in at least one column).

SMILES	IMP-1 inhibitor	MEKK2mut PB1 HTS	NS3 helicase inh	VIM-2 inh	UBC9 SUMO inh	DNA FID counter	NALP1 inh	M18AAP inhibitor	MEKK2wt PB1 HTS
Nc1nc(NCc2ccccc2)nc(-c2ccccc2)n1	-1.3	-1	2	-1.7	-15	-13	35	-10	92
CC1(C)Cc2c(C#N)c(NCCO)nc(-c3ccco3)c2CO1	-0.8	4	10	-1.2	11	-21	4	11	101
O=C(NNS(=O)(=O)c1ccc(F)cc1)c1ccccc1O	-4.4	8	-5	-3.2	0	-4	-13	14	109
Cc1c(C(=O)N2CCOCC2)oc2c1C(=O)CC(C)(C)C2	2.5	3	-2	-2.7	-4	-3	6	1	103
CCOc1ccccc1Nc1cc(C)nc2nc(C)nn12	-4.0	-2	3	15*	-22	-3	11	-6	93
CCOc1cc(/C=N/NC(=O)CNc2cccc(C)c2)ccc1OC(=O)c1ccccc1	-2.0	3	-8	-2.7	-18	-18	9	0	112
O=C(NC1CCCCC1)c1ccc2c(=O)n(CC3CCCO3)c(=O)[nH]c2c1 (stereo not drawn)	-1.9	1	-2	-1.2	28	-3	-14	-5	103
O=C(Nc1ncc(Cc2ccccc2)s1)C1=NCCN1	-3.3	5	1	-5.8	5	0	-12	14	102
CCN(CC)C(=O)Cn1cc(S(=O)(=O)CC(=O)Nc2ccc3c(c2)OCCO3)c2ccccc21	-2.6	7	-2	-4.7	5	-20	1	6	110
O=C(CCN1C(=O)C2C3C=CC(C4CC34)C2C1=O)Oc1cccc2cccnc12 (stereo not drawn)	-1.2	1	-1	-3.0	18	2	4	-1	107
COc1ccc(CN2CCN(c3ccccn3)CC2)c(OC)c1	-2.9	-2	-12	-4.1	20	6	19	3	101
Cc1ccc(-c2nnc3ccc(SCC(=O)NCc4ccco4)nn23)cc1	-5.3	2	1	-0.8	20	-5	nt	9	102
O=C(Nc1ccccc1Cl)c1cccc(NC(=O)c2cccs2)c1	-0.6	1	-13	-1.6	-10	-21	-16	14	103
CCC(=O)Nc1cccc(C(=O)/C=C/c2ccccc2)c1	-1.9	-3	-6	-0.2	0	-4	14	3	95
S=C(NCc1ccccc1)NCc1ccccc1	-1.1	nt	-4	-2.5	4	-6	0	1	nt
COc1cc([N+](=O)[O-])ccc1NC(=S)NCc1ccccn1	-5.2	11	2	-2.9	-3	3	23	0	104
Cc1ccc(O)c(C(=O)c2cnc3c(c2)c(C)nn3-c2ccccc2)c1	-0.9	0	-8	1.9	0	-8	30	-12	102
CCc1ccccc1NC(=O)CN(C)C(=O)Cn1cc(C(F)(F)F)cc(Cl)c1=O	-0.8	-14	11	0.3	2	0	-8	-12	68
COc1cccc(C(=O)NNC(=O)CCC(=O)O)c1	-2.2	5	9	-2.5	21	1	nt	-7	109
NC(=O)CCN1CCN(C(=O)c2ccc3nc(Cc4cccc(Cl)c4)oc3c2)CC1	-4.5	3	-3	-1.2	-4	-17	-6	5	103
COC(=O)CC1COc2ccccc2N1C(=O)c1ccc(OC)cc1 (stereo not drawn)	-2.0	1	-1	-5.5	-12	-18	-1	2	97
O=C(COC(=O)/C=C/c1ccc2c(c1)OCO2)Nc1ccccc1	-2.6	0	-7	-2.9	22	-10	4	7	102
CCN(CC)S(=O)(=O)c1ccc(NC(=O)c2ccc(Sc3nncn3C)c([N+](=O)[O-])c2)cc1	-3.5	10	0	0.0	-3	1	15	2	117
Cc1ccnc(N2CCC(C(=O)NNC(=O)c3ccccc3)CC2)n1	-1.0	-12	8	-0.4	-8	-1	6	-8	84
CN1CCN(C(=S)SCC(=O)N2CCCc3ccccc32)CC1	1.3	-1	-6	-0.6	15	-6	13	-11	93
CC12C=CC(=O)C=C1CCC1C3CCC(O)(C(=O)CO)C3(C)CC3OC312 (stereo not drawn)	-1.8	-8	-16	-4.4	-7	-5	2	-2	98
O=C1CC(c2ccccc2)NC(=O)N1 (stereo not drawn)	-1.2	-3	-7	-0.4	-16	0	-3	-2	106
C=COCCCNc1ncnc2sc(-c3ccccc3)cc12	-2.2	13	2	-2.7	8	-22	9	-8	112
O=C(N/N=C/c1ccncc1)C1C2CCCCCCC21 (stereo not drawn)	-3.1	-1	-7	-2.9	17	-8	37	4	98
COc1ccc2c(c1)[nH]c1c(=O)n(/N=C/c3ccc(OC)c(CN4CCCC4)c3)cnc12	-0.3	1	-17	5.6	32	5	17	-7	109
N#Cc1c(-c2ccccc2)nc(SCC(=O)N2c3ccccc3Sc3ccccc32)[nH]c1=O	-0.2	-1	13	4.7	nt	-8	29	7	101
CS(=O)(=O)N(CC(=O)NCC1CCCO1)c1cccc(Cl)c1 (stereo not drawn)	-4.1	0	2	0.0	1	-6	4	-4	101
CCOc1ccc(C(=O)N2CCN(c3cccc(C)c3C)CC2)cc1	-3.1	-3	-2	-3.0	-10	-21	-15	-6	97
O=C(NCCn1cc(SCC(=O)N2CCOCC2)c2ccccc21)c1c(F)cccc1F	-1.3	4	11	-2.2	3	-8	2	0	106
Cc1ccc(C(=O)NC(=S)N(C)C2CCCCC2)cc1Br	-1.8	6	5	-3.9	29	-20	6	4	102
Nc1ncn(C23CC4CC(CC(C4)C2)C3)n1	0.1	5	12	1.5	18	-2	-6	2	107
O=C(CN1CCCCCC1)Nc1ccc(Br)cc1	0.1	4	-1	-1.5	8	2	10	4	108
O=C(N/N=C(/c1ccccc1)c1ccncc1)c1ccc2c(c1)OCO2	-1.6	1	9	-0.8	7	-23	33	2	103
CC1CCN(c2ccc(C(=O)NCCc3ccccc3)cn2)CC1	-0.2	1	-5	1.6	4	-29	14	-10	101
O=C(C1=C[C@@H](C2CC2)C[C@@H](OCCCCO)O1)N1CCOCC1	-1.1	5	5	-1.3	20	-3	3	-4	105
COc1ccc(-c2ccc(SCC(=O)NC3CCCC3)nn2)cc1OC	1.1	-4	2	-1.3	16	-20	12	-6	98
Cc1cccc(CC2CC(=O)N(c3ccc([N+](=O)[O-])cc3)C2=O)c1 (stereo not drawn)	0.7	2	-2	1.2	3	-3	4	-14	108
COc1ccc(Cn2c(=O)[nH]c3cc(C(=O)N4CCN(c5ccc(C(C)=O)cc5)CC4)ccc3c2=O)cc1	-1.7	0	-18	-0.6	8	-26	16	-3	102
CCC(C)NC(=O)c1cc(C)no1 (stereo not drawn)	-3.0	1	0	-5.4	7	-1	-7	-1	96
CCc1nc(-c2ccc(-c3ccc(OC)cc3)nc2OC)no1	-2.7	3	-12	-1.5	-1	-16	-33	-4	107
COc1ccc(C(C)=O)cc1COc1ccc(Cl)cc1Cl	-2.9	2	12	-1.4	-27	2	-10	1	97
Cc1cc(C)cc(OCC(=O)N(Cc2ccccc2)C2CCS(=O)(=O)C2)c1 (stereo not drawn)	-3.4	-3	-15	-1.5	-22	-30	12	0	96
O=C(O)CCCCCCNC(=O)c1cncc(O)c1	0.5	-2	-4	0.2	19	2	0	-6	99
CCCCOc1cccc(/C=N/NC(=O)c2csc(C)c2C)c1	-1.5	4	4	-3.4	17	-8	12	-4	106
CCOC(=O)N1CCC(Nc2c(NCCCN(CC)c3cccc(C)c3)c(=O)c2=O)CC1	-2.9	8	3	1.1	6	-25	-26	3	102
COc1cc(Cl)ccc1NC(=S)N(CCN(C)C)C(C)c1ccncc1 (stereo not drawn)	-2.6	-3	-7	-2.3	20	2	nt	7	102
COC(=O)CSc1nc(-c2ccccc2)cc(-c2ccco2)c1C#N	-1.6	5	22	-1.5	28	-6	-7	-5	123
O=c1cc(O)c(-c2ccccc2)c(Cl)[nH]1	-2.2	11	0	-2.2	7	-3	18	3	126
Cc1ccc(C2N3CC4([N+](=O)[O-])CN2CC([N+](=O)[O-])(C3)C4(C)C)cc1 (stereo not drawn)	-3.1	-2	11	-4.8	3	-3	26	1	98
CCC(C(=O)NCCc1c[nH]c2cc(OC)ccc12)c1ccccc1 (stereo not drawn)	-1.8	6	2	-1.0	6	-14	22	-3	105
O=C(O)c1cn(C2CCCCC2)c2ccccc2c1=O	-2.3	-7	9	-0.1	9	-1	8	-2	104
CCn1cc(C(=O)N[C@@H](CCSC)C(=O)NC(C)(C)CO)c(=O)c2cc3c(cc21)OCO3	-3.4	5	6	-0.8	10	-17	7	3	105
CCCOc1ccccc1NC(=O)c1ccc(N)cc1	-2.1	2	11	-2.7	-1	-3	11	2	102
CCCOc1ccc(NC(=O)CC2C(=O)N(C)C(=S)N2Cc2ccc3c(c2)OCO3)cc1 (stereo not drawn)	0.2	1	4	-1.2	-9	-25	31	4	99
CCN1CCc2c(OCc3ccccc3)cccc2C1=O	-2.4	1	-3	-2.5	2	-13	8	1	102

Arranged by count of non-hydrogen atoms (smallest number first): some entries from above.
SMILES	IMP-1 inhibitor	MEKK2mut PB1 HTS	NS3 helicase inh	VIM-2 inh	UBC9 SUMO inh	DNA FID counter	NALP1 inh	M18AAP inhibitor	MEKK2wt PB1 HTS
CCCOc1ccccc1NC(=O)c1ccc(N)cc1	-2.1	2	11	-2.7	-1	-3	11	2	102
Cc1ccc(C2N3CC4([N+](=O)[O-])CN2CC([N+](=O)[O-])(C3)C4(C)C)cc1 (stereo not drawn)	-3.1	-2	11	-4.8	3	-3	26	1	98
COc1cc(Cl)ccc1NC(=S)N(CCN(C)C)C(C)c1ccncc1 (stereo not drawn)	-2.6	-3	-7	-2.3	20	2	nt	7	102
CCn1cc(C(=O)N[C@@H](CCSC)C(=O)NC(C)(C)CO)c(=O)c2cc3c(cc21)OCO3	-3.4	5	6	-0.8	10	-17	7	3	105

The list goes on.
SMILES	IMP-1 inhibitor	MEKK2mut PB1 HTS	NS3 helicase inh	VIM-2 inh	UBC9 SUMO inh	DNA FID counter	NALP1 inh	M18AAP inhibitor	MEKK2wt PB1 HTS
O=S1(=O)C=CC(c2ccccc2)C1 (stereo not drawn)	-3.2	-2	6	-0.3	7	0	26	-4	96
Cc1cccc(NC(=O)C2(c3ccccc3)CCOCC2)c1	-2.1	4	-6	-1.3	4	-5	9	-10	103
CCOC(=O)C1(Cc2cccc(Cl)c2)CCCN(CCO)C1 (stereo not drawn)	-3.3	-2	-3	-2.4	7	1	15	6	96
COc1ccccc1C(=O)N/C(=C\c1ccccc1)C(=O)NC(C)C(=O)O (stereo not drawn)	-4.4	-1	-4	-0.7	-5	-5	-2	7	100
CN(C)C(CNC(=O)NC1CCCCC1)c1cccnc1 (stereo not drawn)	-2.5	1	5	-2.3	5	-2	0	2	91
CCc1nn(CC(=O)NCCCc2ccccc2)c(=O)c2cc3cc(F)ccc3n12	3.9	-11	-9	-1.7	43	-31	18	2	98
O=C(CCC1CCCN(C(=O)CCC(F)(F)F)C1)NCc1ccc(F)c(F)c1 (stereo not drawn)	-4.7	-13	9	-1.5	16	-13	-6	2	94
COc1ccc2c(c1OC)C(=O)OC2Nc1ccccc1S(=O)(=O)C(F)F (stereo not drawn)	-0.9	6	-14	-1.1	9	-5	-2	-13	107
Cc1nc2nc(-c3cccnc3)[nH]n2c(=O)c1Cc1ccccc1	-1.9	8	-3	-0.4	7	-3	4	-3	114
Cc1cc(C)c([N+](=O)[O-])cc1-c1ccc(/C=N/NC(=O)c2nonc2N)o1	-1.0	7	-2	-3.3	15	0	-7	5	90
